# Source: PubChem BioAssay (Sanford-Burnham Center for Chemical Genomics)
# TIM10 inh – TIM10 yeast growth inhibition | S. cerevisiae TIM10 strain growth, BacTiter-Glo luminescence, 24 h | inhibition, % at 10 µM | hit rate 1.4% among 330,000 | AID 463195;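 active means inhibition of 40% or more at the single tested concentration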;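 further: wild-type TIM10 isogenic control strain grown at permissive 25 °C; 0% = DMSO yeast wells and 100% = minimal medium wells without yeast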
# tim10-1 inh – tim10-1 yeast growth inhibition | S. cerevisiae tim10-1 ts strain growth, BacTiter-Glo, 24 h | inhibition, % at 20 µM | hit rate 2.2% among 330,000 | AID 463190;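 active means inhibition of at least 40%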;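 further: mutant grown at 25 °C; 0% = DMSO wells with yeast and 100% = wells holding no yeast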
# tim23-1 inh – inhibits growth of tim23-1 mutant yeast; S. cerevisiae tim23-1 growth, BacTiter-Glo luminescence, 24 h; hit rate 1.3% among 330,000; AID 463212; inhibition, % at 20 µM;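 active means growth inhibition of the mutant yeast at or above 50%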;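 further: temperature-sensitive mutant grown at 25 °C; plate controls were DMSO-treated mutant yeast for no effect and medium wells lacking yeast for full effect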
# Mdm2 MdmX PPI – inhibitors of human Mdm2/MdmX interaction. hit rate 3% among 330,000. SaOS-2 split-luciferase Mdm2/MdmX complementation, luminescence. O15151+Q00987. inhibition, % at 8 µM. AID 485346;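 active means inhibition of at least 50% at 8 µM in the primary screen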
# Target sequence (O15151 whole entry, looked up): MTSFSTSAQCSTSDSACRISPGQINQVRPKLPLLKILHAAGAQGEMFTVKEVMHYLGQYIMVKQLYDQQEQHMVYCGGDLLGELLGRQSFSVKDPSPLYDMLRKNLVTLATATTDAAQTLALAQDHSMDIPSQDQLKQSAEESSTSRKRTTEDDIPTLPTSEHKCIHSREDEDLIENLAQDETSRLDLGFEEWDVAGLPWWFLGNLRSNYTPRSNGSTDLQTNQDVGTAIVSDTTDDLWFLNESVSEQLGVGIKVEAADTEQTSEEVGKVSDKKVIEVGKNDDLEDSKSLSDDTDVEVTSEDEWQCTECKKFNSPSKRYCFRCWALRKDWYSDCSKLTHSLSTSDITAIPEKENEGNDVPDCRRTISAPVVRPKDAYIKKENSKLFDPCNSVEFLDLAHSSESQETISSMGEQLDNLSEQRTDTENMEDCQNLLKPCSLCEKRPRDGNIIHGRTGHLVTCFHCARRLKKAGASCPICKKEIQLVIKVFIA
# Target sequence (Q00987 whole entry, looked up): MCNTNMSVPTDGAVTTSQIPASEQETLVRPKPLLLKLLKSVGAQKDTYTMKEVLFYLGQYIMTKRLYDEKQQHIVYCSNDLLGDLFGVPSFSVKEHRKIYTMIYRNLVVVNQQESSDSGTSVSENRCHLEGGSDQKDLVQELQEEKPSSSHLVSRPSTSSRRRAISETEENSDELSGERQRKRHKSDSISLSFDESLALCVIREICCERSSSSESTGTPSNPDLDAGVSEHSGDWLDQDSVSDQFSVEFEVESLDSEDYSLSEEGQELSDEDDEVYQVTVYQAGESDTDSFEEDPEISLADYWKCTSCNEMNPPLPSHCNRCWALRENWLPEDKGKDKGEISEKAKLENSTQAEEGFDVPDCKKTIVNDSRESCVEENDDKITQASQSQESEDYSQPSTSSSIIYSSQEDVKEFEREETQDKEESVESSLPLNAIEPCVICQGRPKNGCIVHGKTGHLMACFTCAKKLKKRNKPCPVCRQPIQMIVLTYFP
# 697 NFkB inh – inhibitors of the PMA/ionomycin-induced NF-kB reporter in 697 B cells. inhibition, % at 4 µM. hit rate 0.33% among 330,000. 697 B-cell NF-kB luciferase reporter, 16 h; in the data active means inhibition above about 35%
# Jurkat NFkB inh – lowers PMA/ionomycin-induced NF-kB signal in Jurkat cells. hit rate 0.53% among 330,000. PMA/ionomycin-induced NF-kB luciferase reporter, luminescence. inhibition, % at 4 µM; in the data active means inhibition above about 50%
# CHOP UPR activ – apoptotic UPR (CHOP) activation. CHO-CHOP luciferase reporter, luminescence; percent of tunicamycin response over DMSO baseline. activation, % at 10 µM. hit rate 0.34% among 330,000;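 active means at 10 µM dose, activation of 40% or more, normalized to positive control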;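 further: 100% = tunicamycin at 10 µg/mL and 0% = DMSO alone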
#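 Test system: CHO-CHOP cells, stable luciferase reporter of PERK-eIF2a-CHOP signalling | Quantity: 500 CHO-CHOP cells per well | Buffer or medium: F12 plus 10% serum | Compound dosing: 10 µM single point, 0.5% DMSO | Schedule: 6 h compound treatment, 37 °C | Signal: Luciferase luminescence | Control set: Tunicamycin high control, DMSO low control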
# UPR XBP1 act – activators of adaptive arm of unfolded protein response (XBP1); CHO-XBP1 luciferase reporter, IRE1-XBP1 UPR activation, luminescence; percent of tunicamycin response, DMSO as zero; activation, % at 20 µM; hit rate 0.33% among 330,000; AID 463104;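 active means versus positive control, 20 µM dose yields 30% or more activation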;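 further: 100% = tunicamycin at 10 µg/mL and 0% = DMSO only wells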
#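 incubation = overnight seeding at 37 °C, 6 h compound treatment at 37 °C | assay system = CHO-XBP1 cells stably carrying IRE1-XBP1-driven luciferase reporter | input = 1000 cells per well | detection = luciferase luminescence | dosing = single point, 20 µM final compound, 1% DMSO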
# * hit, by the source's call.
# Sample of the layout:
# Screens in order: TIM10 inh, tim10-1 inh, tim23-1 inh, Mdm2 MdmX PPI, 697 NFkB inh, Jurkat NFkB inh, CHOP UPR activ, UPR XBP1 act
[1] Cc1ccc(C)c(CNS(=O)(=O)c2ccc3c(c2)C(C)(C)C(=O)N3C)c1
→ -1, 10, 15, -16, -8, -5, -0.3, -3
[2] O=C(c1cc(-c2ccc(Br)cc2)nc2ccccc12)N1CCN(c2ccccc2O)CC1
→ 32, 24, 18, 56*, -8, 5, 7.5, 3

# Results, from the first entry:
# Screens in order: TIM10 inh, tim10-1 inh, tim23-1 inh, Mdm2 MdmX PPI, 697 NFkB inh, Jurkat NFkB inh, CHOP UPR activ, UPR XBP1 act
[1] Cc1ccc(C)c(CNS(=O)(=O)c2ccc3c(c2)C(C)(C)C(=O)N3C)c1
→ -1, 10, 15, -16, -8, -5, -0.3, -3
[2] O=C(c1cc(-c2ccc(Br)cc2)nc2ccccc12)N1CCN(c2ccccc2O)CC1
→ 32, 24, 18, 56*, -8, 5, 7.5, 3
[3] COc1cc(NC(=O)c2c(F)c(F)c(F)c(F)c2F)c(OC)cc1Cl
→ 24, 35, 15, 78*, 23, -3, 2.0, -2
[4] CCOc1ccc(CN2CCN(C(=O)c3ccccc3)CC2)cc1
→ -8, 5, 19, 2, 14, -3, -0.7, -1
[5] CCN(CC)c1cccc(OCC(=O)N2c3ccccc3CC2C)c1 (stereo unspecified)
→ 13, 19, 34, -25, 33, 3, -0.6, 4
[6] O=C(CCN1C(=O)/C(=C/c2cccs2)SC1=S)Nc1ccccc1O
→ -13, -9, -6, -10, -2, 4, -0.4, 1
[7] CC1(C(=O)NC(=S)NNC(=O)c2ccncc2)CCCCC1
→ 14, 22, 12, 33, 9, 6, -0.5, 0
[8] O=C(Nc1cccc(O)c1)C1CC(c2c(F)cccc2Cl)=NO1 (stereo unspecified)
→ 0, 9, 18, 8, -16, 9, 1.8, -5
[9] CCN(C1CCCCC1)S(=O)(=O)c1ccc(-n2cnnn2)c(C)c1
→ 7, 10, 15, 23, 7, 10, 1.7, 0
[10] CCn1c(SCC#N)nc2cc(S(=O)(=O)N3CCOCC3)ccc21
→ 7, 6, 4, 1, 25, 3, 0.3, -1
[11] O=C(COC(=O)CCc1c[nH]c2ccccc12)Nc1ccccc1
→ 3, 6, 10, 10, 11, 13, 1.1, 1
[12] Cc1noc(NS(=O)(=O)c2ccc(NC(=O)C(C)(C)C)cc2)c1C
→ 10, 6, 1, 10, 0, -3, -1.2, 1
[13] Cn1c(=O)c2c(nc(SCCCO)n2Cc2ccccc2Cl)n(C)c1=O
→ 29, 16, 9, 23, -9, 14, -1.3, -1
[14] O=S1(=O)C=C(SCc2ccc(Cl)c(Cl)c2)Nc2ccccc21
→ 14, 25, 31, 20, 4, 4, 1.9, 0
[15] CC1(C)CC(=O)C=C(c2ccc(OC(F)(F)F)cc2)C1
→ 4, 21, 29, -6, -8, -5, 3.6, 1
[16] C=CCn1c(COc2ccccc2F)nnc1SCC(=O)N1CC(=O)Nc2ccccc21
→ -4, 0, 15, -31, -1, -8, -0.9, -1
[17] CCc1ccc(N2CC(C(=O)OCc3nc4ccsc4c(=O)[nH]3)CC2=O)cc1 (stereo unspecified)
→ 5, 8, -5, 6, 19, 12, -2.8, -4
[18] CCOC(=O)N1CCN(C(=O)CSCc2ccccc2Cl)CC1
→ -4, 6, 19, 0, 16, -14, -0.2, -1
[19] CC(=O)c1cc(CC=C(C)C)c(O)c(CC=C(C)C)c1O
→ 10, 36, 23, 5, 6, 2, -0.7, -3
[20] CC(=O)O[C@@H]1[C@H]2[C@@H](C[C@@H](C)[C@@H]3CCC(=O)[C@@]13C)OC(=O)[C@@H]2C
→ 4, -15, 9, -3, 1, 15, -0.2, 1
[21] O=C(NCCCn1ccnc1)c1cc(-c2ccncc2)nc2ccccc12
→ -9, -4, 2, 39, -1, 2, 1.2, -4
[22] CC(=O)c1c(C)oc2ccc(O)c(CN3CCOCC3)c12
→ 10, 13, 7, 12, 16, 0, 0.8, 2
[23] Cc1ccccc1-n1c(Cn2c(=O)sc3ccccc32)nnc1SCC(=O)N1CCOCC1
→ 9, 13, 15, 5, 14, 4, 0.1, 0
[24] COCCCNC(=O)c1ccc(NS(C)(=O)=O)cc1
→ -5, -14, -4, 21, -13, 8, -1.4, -3
[25] COC(=O)n1c(=O)oc2cc(S(=O)(=O)N3CCOCC3)ccc21
→ -3, -1, 16, 7, 11, 4, -1.5, 2
[26] CCn1c(SCc2cccnc2)nc2c1c(=O)n(C)c(=O)n2C
→ 6, 15, 6, 7, 16, 8, 1.7, 2
[27] Cc1ccc2c(c1)N(C(=O)CCC(=O)NCCN1CCOCC1)CCO2
→ -1, 5, -7, 17, -12, 7, 0.9, -2
[28] Cc1cccc(N2CCN(C(=O)CCNS(=O)(=O)c3ccc4c(c3)CCC(=O)N4)CC2)c1C
→ 6, 7, -6, 16, -24, 16, -1.7, 1
[29] CC(C)C(c1nnnn1Cc1ccccc1)N(CCCO)Cc1cc2cc3c(cc2[nH]c1=O)OCO3 (stereo unspecified)
→ 11, -3, -3, 1, 10, 1, 1.4, -2
[30] COc1ccc(NC(c2ccccc2)c2ccncc2)cc1 (stereo unspecified)
→ 0, 2, 19, 8, 1, -2, 1.4, -3
[31] Cc1c(NC(=O)c2ccc(N3C(=O)C4C5C=CC(C5)C4C3=O)cc2)c(=O)n(-c2ccccc2)n1C (stereo unspecified)
→ 12, 4, 1, -2, -30, -11, -1.1, -3
[32] Cc1cc(C)nc(NC2=NCC(=O)N2CCc2c[nH]c3ccccc23)n1
→ 21, 26, 16, 12, 12, 5, 0.7, 1
[33] COc1ccc(Cc2nnc(SCC(=O)N(C)c3ccccc3)o2)cc1
→ 6, 6, 8, 19, -21, 12, -0.6, -1
[34] COc1cccc(C(=O)N2CCN(c3ccc(N4CCOCC4)nn3)CC2)c1
→ 4, 22, 13, 11, -15, -6, -1.1, 1
[35] O=C(CCCSc1nc(-c2ccco2)cc(C(F)(F)F)n1)NCc1cccs1
→ -4, 19, 41, 4, -3, 9, 1.2, -1
[36] CC(=O)N(C)c1ccc(NC(=S)Nc2cccc3ccccc23)cc1
→ 12, 23, 29, 10, -32, 2, 1.7, 1
[37] CCc1ccccc1C1C(=O)c2ccccc2C1=O
→ 8, 10, 0, 5, 7, -17, 0.8, 0
[38] COc1cc(/C=C(\C#N)c2nnc(N3CCOCC3)n2-c2ccccc2)ccc1O
→ 13, 20, 3, 38, 31, -2, 0.8, 1
[39] O=C(OCC(=O)N1CCN(C(=O)c2ccco2)CC1)c1ccccc1NCCO
→ 8, -13, -2, -1, -56, 10, -0.7, -3
[40] CCCC1S/C(=N/N=C/c2ccc(OC)cc2)N(Cc2ccc(OC)cc2)C1=O (stereo unspecified)
→ 9, 12, 10, 6, 22, -4, 1.3, 1
[41] CC(C)(C)c1ccc(C(=O)N2CCN(C(=O)C3CCCCC3)CC2)cc1
→ 13, 9, 22, 7, -2, 5, 0.8, -3
[42] C#CCOCCOCCOCCNc1nc(N2CCN(C(=O)CCCCCCCCCCNC(=O)[C@@H](CCSC)n3cc(CCO)nn3)CC2)nc(N2CCN(C(=O)CCCCCCCCCCNC(=O)[C@H]([C@@H](C)CC)n3cc(CCCCN=C(N)N)nn3)CC2)n1
→ 8, 11, 30, 5, -7, 4, 1.9, 0
[43] O=C1CCCN1c1ccc(Br)cc1
→ -11, 1, 4, 33, 6, 6, -1.7, -2
[44] CCC(Oc1ccccc1)C(=O)N1CCN(S(=O)(=O)c2ccccc2)CC1 (stereo unspecified)
→ 0, -7, 5, 24, 2, -18, -0.6, 2
[45] Cc1ccc(C)c2[nH]c(=O)c(CN(Cc3ccco3)S(=O)(=O)c3ccc4c(c3)OCCO4)cc12
→ 33, 36, 32, 26, 10, 11, 0.4, -1
[46] COc1ccccc1-c1cc(C(=O)N2CCCc3ccccc32)no1
→ 9, 14, 36, 26, -3, -19, 0.3, 1
[47] CCn1c(SCc2nc3ccccc3c(=O)[nH]2)nnc1-c1cccnc1
→ -14, 15, -13, 18, 11, 4, 0.1, -1
[48] CCc1ccc2oc(C(=O)N3CCN(C)CC3)cc(=O)c2c1
→ -4, -5, -11, 10, 7, 4, 0.3, -3
[49] CCOc1ccc(NC(=O)COc2ccc(S(=O)(=O)N3CCCC3)cc2)cc1
→ 20, 17, 27, 12, 8, 6, -1.4, 0
[50] Cc1ccc(NC(=O)CN(C)C(=O)CSc2nc(C)cc(C)n2)cc1
→ 7, 6, 8, -21, -9, 7, -0.2, 1
[51] COc1ccc(C2CC(=O)Oc3c(C(CCN4CCCCC4)c4ccc(N(C)C)cc4)c(OC)cc(OC)c32)cc1 (stereo unspecified)
→ -5, -10, -2, 11, 6, 19, 1.7, 2
[52] CCC(=O)OCc1cc(=O)oc2ccc3ccccc3c12
→ 18, -7, 29, 11, 22, 15, 2.5, -1
[53] CC(C)N(C)C1CCN(C(=O)Nc2ccc(Cl)cc2)CC1
→ 0, -13, 10, -55, -13, -16, 2.9, 3
[54] COc1ccc(OC)c(NC(=O)c2ccccc2OC(C)=O)c1
→ 21, 62*, 54*, -5, -2, 2, 2.4, 6
[55] COc1ccccc1N1CN(Cc2ccccc2)CNC1=S
→ 15, 18, -5, 26, 4, -2, 1.5, -1
[56] Cc1ccc(C2CC(c3ccc(C)cc3)n3nc(N)nc3N2)cc1 (stereo unspecified)
→ 3, 1, 5, 10, 10, 4, -0.5, -1
[57] N#CCc1nc2c3c4c(sc3ncn2n1)CCCC4
→ 26, 23, 8, 17, 5, -3, -1.0, 1

# Nos. 31 through 43 from above:
# Screens in order: TIM10 inh, tim10-1 inh, tim23-1 inh, Mdm2 MdmX PPI, 697 NFkB inh, Jurkat NFkB inh, CHOP UPR activ, UPR XBP1 act
[31] Cc1c(NC(=O)c2ccc(N3C(=O)C4C5C=CC(C5)C4C3=O)cc2)c(=O)n(-c2ccccc2)n1C (stereo unspecified)
→ 12, 4, 1, -2, -30, -11, -1.1, -3
[32] Cc1cc(C)nc(NC2=NCC(=O)N2CCc2c[nH]c3ccccc23)n1
→ 21, 26, 16, 12, 12, 5, 0.7, 1
[33] COc1ccc(Cc2nnc(SCC(=O)N(C)c3ccccc3)o2)cc1
→ 6, 6, 8, 19, -21, 12, -0.6, -1
[34] COc1cccc(C(=O)N2CCN(c3ccc(N4CCOCC4)nn3)CC2)c1
→ 4, 22, 13, 11, -15, -6, -1.1, 1
[35] O=C(CCCSc1nc(-c2ccco2)cc(C(F)(F)F)n1)NCc1cccs1
→ -4, 19, 41, 4, -3, 9, 1.2, -1
[36] CC(=O)N(C)c1ccc(NC(=S)Nc2cccc3ccccc23)cc1
→ 12, 23, 29, 10, -32, 2, 1.7, 1
[37] CCc1ccccc1C1C(=O)c2ccccc2C1=O
→ 8, 10, 0, 5, 7, -17, 0.8, 0
[38] COc1cc(/C=C(\C#N)c2nnc(N3CCOCC3)n2-c2ccccc2)ccc1O
→ 13, 20, 3, 38, 31, -2, 0.8, 1
[39] O=C(OCC(=O)N1CCN(C(=O)c2ccco2)CC1)c1ccccc1NCCO
→ 8, -13, -2, -1, -56, 10, -0.7, -3
[40] CCCC1S/C(=N/N=C/c2ccc(OC)cc2)N(Cc2ccc(OC)cc2)C1=O (stereo unspecified)
→ 9, 12, 10, 6, 22, -4, 1.3, 1
[41] CC(C)(C)c1ccc(C(=O)N2CCN(C(=O)C3CCCCC3)CC2)cc1
→ 13, 9, 22, 7, -2, 5, 0.8, -3
[42] C#CCOCCOCCOCCNc1nc(N2CCN(C(=O)CCCCCCCCCCNC(=O)[C@@H](CCSC)n3cc(CCO)nn3)CC2)nc(N2CCN(C(=O)CCCCCCCCCCNC(=O)[C@H]([C@@H](C)CC)n3cc(CCCCN=C(N)N)nn3)CC2)n1
→ 8, 11, 30, 5, -7, 4, 1.9, 0
[43] O=C1CCCN1c1ccc(Br)cc1
→ -11, 1, 4, 33, 6, 6, -1.7, -2
